bCat nuc transl – beta-catenin nuclear translocation modulation; HeLa beta-catenin nuclear translocation, immunofluorescence imaging; nuclear translocation activity, % at 5 µM; 0.3% of 190,000 active;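 active means nuclear translocation activity above 50% at 5 µM, with a well cell count of 50 or more; inconclusive means wells under 50 cells across six images, flagged as toxic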;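 further: per-cell ratio of nuclear to cytoplasmic median beta-catenin stain intensity; plate controls were DMSO negative control for no effect and GSK-3 inhibitor IX positive control for full effect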
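Signal – beta-catenin immunofluorescence imaging with DAPI · Test system – human HeLa cell line · Dosing – 5 µM primary single dose, 0.1% DMSO, 0.02–20 µM confirmation series · Measure – % activation, nuclear-to-cytoplasmic median beta-catenin signal ratio per cell · Incubation – 24 h compound exposure at 37°C, 5% CO2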
PMI inhibitors – MPI enzyme activity inhibition – biochemical, fluorescence intensity, coupled assay, primary screen (AID 1209); 0.42% of 190,000 active; purified PMI enzyme, coupled fluorescence intensity; higher % means a stronger effect; inhibition, % at 20 µM; hits with a dose series show IC50 in µM; in the data active means inhibition above about 50%;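 further: plate controls were DMSO vehicle for no effect and wells lacking substrate for full effect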
MT stabilizer – microtubule stabilization, imaging screen. HeLa tubulin immunostaining HCS, 24 h; share of cells brighter than vehicle mean+2SD. % tubulin-high responders, % at 10 µM. 0.83% of 200,000 active;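 active means plate Z-score above 3 for both tubulin-high and condensed-nucleus cell shares, with cell loss under 80%, at 10 µM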;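 further: anti alpha tubulin signal scored within the nucleus-defined area of each cell; some results filed as inactive read as strong as hits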
Hep lipid drop – hepatic lipid droplet formation modulation. AML12 mouse hepatocytes, oleate lipid droplets, BODIPY imaging. inhibition, % at 6.5 µM. 0.4% of 240,000 active. AID 1656;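 active means lipid droplet intensity inhibited by at least 50%, with more than 500 cells counted; inconclusive means wells with under 300 cells, treated as cytotoxic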
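System: AML12 hepatocytes (mouse). Probe or stimulus: oleic acid at 100 µM to induce lipid droplet formation. Times: overnight treatment with compound plus oleate. Detection: Image-based BODIPY and DAPI two-channel analysis. Evaluation: percent inhibition of filter-corrected integrated lipid droplet intensity per well.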
T cell HTS – T cell immune modulators affecting CD8 T cell-vesicle binding | 2C CD8+ T cell-vesicle binding, flow cytometry; stronger effect = lower value | 0.068% of 330,000 active | calls only at 7 µM;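 active means response, share of CD8 T cells binding vesicles, and their 90th percentile fluorescence all below set limits, cut at about 80% in these data, passing the limit was not always enough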
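Assay system – 2C mouse CD8+ T cells · Also added – QL9-loaded Drosophila micro-vesicles · Timing – Cell–vesicle co-incubation 1.5 h at 37 °C, staining 20 min on ice · Signal – flow cytometry of vesicle-bound cells · Measure – percent CD8+ FL2 mean versus row control · Controls – Peptide-free naked vesicles (low) and QL9 vesicles with 0.7% DMSO vehicle (high)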
Myeloid diff 2 – compounds promoting myeloid differentiation | ER-HoxA9 myeloid progenitors, lysozyme-GFP differentiation, flow cytometry | calls only at 10 µM | 1% of 360,000 active;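 active means normalized GFP-positive differentiation at or above the plate's own cutoff, the solvent-only control mean plus 3 SD; inconclusive means no clear call, values can overlap the other calls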;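 further: cells exposed to compound for four days before flow analysis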
Insulin prom up – MIN6 insulin promoter up-regulation; MIN6 insulin promoter-GFP reporter, high-content imaging; stronger effect = higher value; z-score at 5 µM; 0.3% of 190,000 active; AID 1625;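 active means z-score above 3 at 5 µM with at least 500 cells counted in the well; inconclusive means wells under 500 cells, flagged as cytotoxic or low count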
Dynein transport – blocks dynein driven cargo transport along microtubules; 3617.4 mouse cells, GR-EGFP nuclear translocation imaging; test concentration mostly 20 µM; stimulated with dexamethasone, 1 µM; stronger effect = lower value; z-score, hits read low; 0.47% of 220,000 active; AID 1381;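 active means plate z-score of nuclear minus cytoplasmic receptor signal below a set negative limit, without overly bright fluorescence or cell loss, cut at about -3.5 in these data, passing the limit was not always enough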;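 further: z-score of nuclear minus cytoplasmic ring GR-EGFP intensity difference per well; some compounds called inactive have numbers as strong as hits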
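medium = tetracycline-free induction medium containing charcoal-stripped FBS | probe or stimulus = dexamethasone, 1.0 µM final | timing = 48 h induction, then 1 h compound, then 30 min agonist, 37 °C | detection = automated 10x imaging of fixed Hoechst-stained cells | read-out basis = nuclear versus cytoplasmic GR-EGFP signal, averaged per well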
TNAP activators – human TNAP enzyme activators, primary screen, biochemical, luminescent, no phosphate acceptor, uHTS (AID 1001) | 0.03% of 200,000 active | purified TNAP, luminescent activation assay, no phosphate acceptor; higher activation fold means a stronger effect | activation fold at 20 µM, or EC50 in µM where a hit was titrated; in the data active means activation fold from about 3, or a potency from the dose series; inactive means the rest, 99 in 100 with activation fold below about 1.6; further: many of its hits are not listed in these tables
Dynein transport cytoplasmic EGFP – second read-out of Dynein transport, no call of its own (marks repeat the call); z-score; measured here: cytoplasmic GR-EGFP intensity; stronger effect = higher value
Dynein transport nuclear GR-EGFP – second read-out of Dynein transport, no call of its own (marks repeat the call); z-score; measured here: nuclear GR-EGFP intensity;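 lower value marks the stronger effect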
Dynein transport cell count – second read-out of Dynein transport, no call of its own (marks repeat the call); z-score; measured here: cell count per field
Insulin prom up cell count – recorded beside Insulin prom up, whose call it bears; cell count; measured here: cytotoxicity, nuclei count;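 total cells summed across four imaged fields per well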
Hep lipid drop cells 6.5 µM – recorded beside Hep lipid drop, whose call it bears; cell count; measured here: cell count, cytotoxicity flag;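 cells counted across two imaged fields per well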
bCat nuc transl cell count 5 µM – further read-out of bCat nuc transl, marked with its call; cell count; measured here: cell count, cytotoxicity flag
T cell HTS vesicle-bound % – second read-out of T cell HTS, no call of its own (marks repeat the call); double positive events, %; measured here: CD8+ vesicle-bound cell fraction;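 binding gate set so that unloaded-vesicle control wells show 10% double positive cells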
MT stabilizer Hoechst-high % – second read-out of MT stabilizer, no call of its own (marks repeat the call); % Hoechst-high responders; measured here: nuclear condensation Hoechst responders;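 share of cells brighter than vehicle mean plus two SD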
MT stabilizer cytotoxicity % – second read-out of MT stabilizer, no call of its own (marks repeat the call); toxicity, %; measured here: cytotoxicity by cell density;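 0% = mean cell density of plate MIN control wells and 100% = no cells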
Myeloid diff 2 GFP+ MAC1+ % – recorded beside Myeloid diff 2, whose call it bears; GFP+ MAC1+ double positive, %; measured here: differentiation confirmed by MAC1 staining
* = called active by the depositor; i = inactive; u = inconclusive; x = not tested or not shown; + = active, no number. No enrichment for hits; overall some 3% were active at least once.

SMILES	bCat nuc transl	bCat nuc transl cell count 5 µM	PMI inhibitors	MT stabilizer	MT stabilizer Hoechst-high %	MT stabilizer cytotoxicity %	Hep lipid drop	Hep lipid drop cells 6.5 µM	T cell HTS	T cell HTS vesicle-bound %	Myeloid diff 2	Myeloid diff 2 GFP+ MAC1+ %	Insulin prom up	Insulin prom up cell count	Dynein transport	Dynein transport cytoplasmic EGFP	Dynein transport nuclear GR-EGFP	Dynein transport cell count	TNAP activators
COc1ccccc1NS(=O)(=O)c1cccc(NC(=O)c2ccc3ccccc3n2)c1	-1.6	1128	17%	5.0	2.0	3.0	-56	649	i	35	i	1.4	-0.15	1542	2	-0.21	0.93	-0.51	1.1
COc1ccc(-c2nc(-c3ccccn3)ncc2S(C)(=O)=O)cc1	-4.4	1057	-3%	2.5	2.1	6.5	-3	690	i	35	i	0.1	-0.28	1302	-1.3	-0.22	-1.3	0.92	1
COC(=O)c1ccc(S(=O)(=O)N2CCCCC2)o1	3.9	1135	5%	2.8	1.6	9.5	-1	808	i	18	i	1.3	0.47	959	-0.61	0.12	-0.41	0.8	1
CCOC(=O)c1ccc(NC(=O)CCc2ccc(CC)o2)cc1	-1.5	695	2%	3.0	2.5	4.0	x	x	i	15	i	2.0	-0.91	1038	2.8	-0.13	1.6	-1.2	1.1
CN(C)/C=C1\C=C2C(=O)c3ccccc3N2C1=O	1.2	1240	x	x	x	x	4	636	i	56	+	5.6*	x	x	4.4	1.2	2.2	-0.39	x
CC(C)COc1ccc(S(=O)(=O)n2cc(F)c(=O)[nH]c2=O)cc1	2.3	927	13%	2.7	2.6	4.8	-7	673	i	53	u	x	x	x	-0.52	-0.013	-0.12	1	1.1
N#CC(=C1Nc2ccccc2N1)S(=O)(=O)c1ccccc1	0.0	937	-11%	2.6	2.8	8.2	21	712	i	35	i	0.0	-0.78	1697	0.38	-0.055	0.65	-0.64	1.1
O=c1cc(C(F)(F)F)nc(-c2ccccc2)[nH]1	0.9	1137	1%	3.1	2.7	4.7	x	x	i	56	i	7.7	0.44	1229	-0.51	-0.3	-0.069	0.69	1.1
Cc1nn(C(=O)c2cccs2)c(N)c1-c1ccccc1	-3.1	1058	8%	5.6	2.7	2.1	21	720	i	21	i	1.6	x	x	-0.028	-0.17	0.24	0.19	0.9
COc1ccccc1-c1cc(C(=O)NCc2cccs2)no1	-0.7	791	1%	1.7	2.5	11	x	x	i	38	i	8.2	-0.72	1154	-0.25	-0.14	0.097	-0.15	1
CC1=CC(=C(C#N)C#N)C=C(C)N1CCC(C)C	-0.4	1101	0%	3.6	2.5	4.4	24	752	i	35	i	0.2	0.74	1292	0.43	-0.15	0.5	-0.039	1
Cc1ccc(O)c(C2=NOC(O)(C(F)(F)C(F)F)C2)c1 (stereo not drawn)	-0.6	880	3%	2.8	2.4	7.2	x	x	i	33	i	1.0	-0.07	1453	0.39	-0.29	0.017	-0.013	1.1
OCCOc1nnnn1-c1ccccc1	1.2	787	3%	4.2	1.7	5.8	x	x	i	49	i	0.6	0.1	1356	-1.1	-0.19	-0.42	0.23	1.1
O=C1NC(c2cc(Cl)cc([N+](=O)[O-])c2O)Nc2ccccc21 (stereo not drawn)	-1.6	1169	x	x	x	x	3	697	i	14	i	0.6	0.53	1433	1.6	-0.24	1.1	-1.4	x
O=C(Nc1nnc(SCc2ccccc2Cl)s1)C1COc2ccccc2O1 (stereo not drawn)	-2.2	1181	19%	2.0	2.1	6.2	-2	734	i	64	i	0.4	0.15	884	-1.5	-0.071	-0.97	0.99	1
O=C(COc1ccccc1Cl)Nc1nc(-c2cccs2)cs1	1.8	1555	24%	2.8	1.8	3.4	x	x	i	32	i	0.3	1.4	1359	-0.81	-0.25	-0.4	0.17	1.1
COCCNC(=O)c1c[nH]c2ccc(OC)cc2c1=O	-0.8	1156	-10%	3.1	2.8	6.8	x	x	i	6	i	0.6	0.51	1280	-0.72	-0.45	-0.19	0.46	1.1
CN1CCN(c2ccc([N+](=O)[O-])cc2C(=O)Nc2ccccc2)CC1	-0.4	1126	1%	4.1	0.9	3.6	7	667	i	30	i	0.3	0.35	1646	1.1	-0.21	0.9	-1.2	1
Cc1cc(C)c(C(=O)N2CCCC(CNC(=O)C3(c4ccc(Cl)cc4)CC3)C2)c(=O)[nH]1 (stereo not drawn)	0.9	1068	8%	2.8	1.8	4.9	3	750	i	22	i	0.5	0.26	1365	0.82	-0.27	0.61	-0.63	1
Clc1ccc(Cc2ccc(SCc3ccccc3)nn2)c(Cl)c1	-1.7	1403	7%	2.0	1.3	3.6	x	x	i	33	i	1.6	0.98	1578	-0.61	-0.13	-0.43	0.65	1.1
CCOC(=O)C1=NNC(C(=O)c2ccccc2)C1c1ccc(Cl)cc1 (stereo not drawn)	-0.9	1372	x	x	x	x	3	696	i	22	i	0.1	0.08	1102	0.21	-0.25	0.52	0.6	x
COc1cc(C(CCN2CCCC2)c2c(OC)cc(OC)c3c(-c4ccccc4)cc(=O)oc23)cc(OC)c1OC (stereo not drawn)	-1.4	955	x	x	x	x	1	683	i	52	i	1.4	x	x	-2.2	0.41	-0.81	-3.5	x
CCCCCCn1c(=O)c(F)cn(Cc2ccc(OC)c([N+](=O)[O-])c2)c1=O	-0.8	1127	12%	2.6	2.1	6.2	-29	633	i	30	i	0.5	-0.4	1864	0.21	-0.23	-0.22	0.98	1
COc1ccc(C(=O)N2CCC(C(=O)Nc3cccc(C)c3)CC2)cc1OC	-3.2	999	-8%	2.2	4.9	9.9	x	x	i	68	i	7.6	-0.3	1176	-0.65	-0.2	-0.3	1.6	1.1
CCOC(=O)c1ccc(NC2c3ccccc3C(=O)N2c2cccnc2)cc1 (stereo not drawn)	-0.3	1144	14%	3.4	2.1	9.3	2	667	i	25	i	13	x	x	1.6	0.54	1.3	-1.6	1
CC(C)NCC(O)c1cc(O)cc(O)c1 (stereo not drawn)	-6.7	1128	x	x	x	x	20	704	i	16	i	5.4	-0.15	1028	-1.2	-0.78	-0.37	0.26	x
COc1ccc(Cl)cc1NC(=O)NCCN1CCNC1=O	-0.2	1038	x	x	x	x	-36	733	i	32	i	0.1	-0.19	1296	1.5	-0.29	0.49	-0.14	x
CN(C)CCCNC(=O)CC(c1ccc(F)cc1)c1ccco1 (stereo not drawn)	-5.2	1015	-8%	2.9	1.6	2.2	x	x	i	57	i	0.6	0.15	1305	-0.91	-0.2	-0.19	0.76	1.1
CC(=O)NCC(=O)N1CCCC(C(=O)c2ccc(Oc3ccccc3)cc2)C1 (stereo not drawn)	-1.2	1001	0%	2.9	2.4	4.3	-5	648	i	53	i	0.3	-0.41	1328	2.6	-0.21	1.7	-1.5	1.1
CN1CCN(NC(=O)c2cc(-c3ccccn3)nc3ccccc23)CC1	-0.2	1058	10%	4.7	1.9	2.3	-19	660	i	19	i	0.3	2.4	1129	-0.48	-0.31	-0.51	-0.58	1.1
S=c1sc2c(Cl)ncnc2n1-c1ccccc1	x	x	-30%	1.7	2.5	4.5	-3	632	x	x	u	x	u	x	-4*	0.72*	-1.8*	0.47*	1.1
CSc1cc(-c2ccc(Cl)cc2)n(Cc2ccccc2)c(=O)c1C#N	x	x	-8%	1.2	1.4	9.3	7	764	i	54	i	1.4	0.49	971	0.046	1.5	-0.042	-0.61	1.2
CC(=O)Nc1ccc(Nc2cc(C)nc3c(-c4ccc(Cl)cc4)c(C)nn23)cc1	0.9	1011	7%	5.1	2.4	4.0	16	559	i	22	i	0.3	0.32	1339	-0.76	-0.29	-0.54	0.42	1.2
COc1ccc2oc(C(=O)NC(C)(C)C)c(C)c2c1	0.7	1006	-5%	4.8	2.7	9.6	28	681	i	35	x	x	0.14	1248	0.51	-0.32	0.66	-0.059	1
O=C1CN(O)C=C2N=c3ccccc3=C2N1c1ccc([N+](=O)[O-])cc1	-3.9	1073	-7%	2.9	1.7	7.3	0	684	i	5	i	0.2	-0.21	1303	0.62	0.29	0.33	0.48	1

Quoted from the listing.
Reading for CCOC(=O)c1ccc(NC2c3ccccc3C(=O)N2c2cccnc2)cc1 (stereo not drawn) under MT stabilizer: 3.4
Reading for CC(C)COc1ccc(S(=O)(=O)n2cc(F)c(=O)[nH]c2=O)cc1 under Dynein transport: -0.52

Assay outcomes (PubChem BioAssay)
